# GalR3 antagonist: GalR3 antagonists in HEK293 cells, primary screen, cell-based, fluorescence readout; Galanin receptor type 3 (Homo sapiens), O60755; HEK293 GalR3-CNG cAMP membrane potential fluorescence; galR3 body fused to GalR1 C-terminus; inhibition, % at 3 µM; 360,000 compounds, 0.44% hits;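 active = inhibition above the screen-wide average plus 3 SD, cut at about 13% in these data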;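 note: forskolin and galanin both at EC90 stimulate the cells; cAMP rise reported by CNG channel membrane potential dye signal; 0% = forskolin plus galanin with DMSO and 100% = forskolin alone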
# Target sequence (O60755 1-299 limits assumed): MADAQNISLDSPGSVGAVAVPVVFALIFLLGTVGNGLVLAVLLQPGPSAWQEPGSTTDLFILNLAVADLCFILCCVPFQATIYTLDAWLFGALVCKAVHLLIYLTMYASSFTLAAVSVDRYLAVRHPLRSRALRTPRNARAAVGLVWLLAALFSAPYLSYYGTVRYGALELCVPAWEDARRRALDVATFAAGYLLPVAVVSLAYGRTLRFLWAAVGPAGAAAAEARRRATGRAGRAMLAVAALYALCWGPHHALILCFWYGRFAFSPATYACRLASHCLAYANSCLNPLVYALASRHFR
# Starred values were filed as active, the others as inactive.
# The opening 6 compounds as a preview:
canonical_smiles,GalR3 antagonist
COc1cc(NC(=O)CSc2nc3[nH]ncc3c(=O)n2-c2ccccc2)cc(OC)c1OC,6
Cc1ccc(S(=O)(=O)N2CCN(C(=O)c3cc(S(=O)(=O)N4CCOCC4)ccc3Cl)CC2)c(C)c1,-7
COC(=O)C1(C(=O)OC)C/C=C\CN(S(=O)(=O)c2ccccc2[N+](=O)[O-])CC1,0
CCOC(=O)C1=CN(CC)S(=O)(=O)NC1CC (centres undefined),0
C[C@H]1CN([C@@H](C)CO)C(=O)CCCn2nncc2CO[C@@H]1CN(C)S(=O)(=O)c1cccc(F)c1,-6
COc1cccc(C2=Cc3ccc(F)cc3C(CC(C)=O)N2c2ccc(-c3cncnc3)cc2)c1 (centres undefined),-7

# The whole of this part, from the first entry:
canonical_smiles,GalR3 antagonist
COc1cc(NC(=O)CSc2nc3[nH]ncc3c(=O)n2-c2ccccc2)cc(OC)c1OC,6
Cc1ccc(S(=O)(=O)N2CCN(C(=O)c3cc(S(=O)(=O)N4CCOCC4)ccc3Cl)CC2)c(C)c1,-7
COC(=O)C1(C(=O)OC)C/C=C\CN(S(=O)(=O)c2ccccc2[N+](=O)[O-])CC1,0
CCOC(=O)C1=CN(CC)S(=O)(=O)NC1CC (centres undefined),0
C[C@H]1CN([C@@H](C)CO)C(=O)CCCn2nncc2CO[C@@H]1CN(C)S(=O)(=O)c1cccc(F)c1,-6
COc1cccc(C2=Cc3ccc(F)cc3C(CC(C)=O)N2c2ccc(-c3cncnc3)cc2)c1 (centres undefined),-7
Cc1cccnc1C(NC(=O)C1CCN(Cc2ccc(Oc3ccccc3)cc2)CC1)c1ccc(F)cc1 (centres undefined),-10
Cc1cc(C)cc(Cn2cc(CN3CC(N4CCN(CCO)CC4)CS3(=O)=O)nn2)c1 (centres undefined),-4
Cc1ccnc(NC(=O)CCNC(=O)c2ccc(Br)cc2)c1,-6
Cc1c(C(c2cc(O)ccc2O)c2c(C)n(C)n(-c3ccccc3)c2=O)c(=O)n(-c2ccccc2)n1C,-11
COC(=O)[C@]12C[C@H](CC(=O)N3CCN(C(=O)c4ccco4)CC3)C(=O)N(CCC3=CCCCC3)C1=C[C@H](COCc1ccccc1)O[C@@H]2C,-4
COC(=O)[C@]12CCCCC=C1N(CCc1ccc(OC)c(OC)c1)C(=O)[C@H](CC(=O)N1CCCC1)C2,-1

# Compounds listed so far with a carbonyl joined to an NH by a bond outside any ring, in the order listed:
canonical_smiles,GalR3 antagonist
COc1cc(NC(=O)CSc2nc3[nH]ncc3c(=O)n2-c2ccccc2)cc(OC)c1OC,6
Cc1cccnc1C(NC(=O)C1CCN(Cc2ccc(Oc3ccccc3)cc2)CC1)c1ccc(F)cc1 (centres undefined),-10
Cc1ccnc(NC(=O)CCNC(=O)c2ccc(Br)cc2)c1,-6

# The listing continues:
canonical_smiles,GalR3 antagonist
COc1ccccc1N1CCN(C(=O)c2cc(S(=O)(=O)N3CCOCC3)ccc2C)CC1,-4
CC1(C(=O)NS(=O)(=O)c2ccccc2Cl)CCN1C(=O)c1ccco1 (centres undefined),-1
C[C@@H]1c2ccccc2N2C[C@H](Cc3ccc(C(=O)c4ccccc4)cc3)C[C@@H]12,-3
O=C1CCN(Cc2ccccc2)C=C1C(=O)c1ccccc1,-4
CN(C)CCN1CCN(C2CN(Cc3ccc([N+](=O)[O-])cc3)S(=O)(=O)C2)CC1 (centres undefined),-3
O=C1c2[nH]c(=O)[nH]c(=O)c2CN1Cc1ccccc1,-3
O=C(OCc1cc(=O)c(OC(=O)c2ccccc2)co1)c1ccccc1,-7
COc1ccc(NC(=O)c2cc(C3CCCCN3S(=O)(=O)Cc3ccccc3)on2)cn1 (centres undefined),-1
CC1(C)CC(Cc2ccc(Cl)nc2)N(C(=O)OC(C)(C)C)C1 (centres undefined),-6
COc1cc(C(O)c2nc(-c3ccncc3)cs2)ccc1F (centres undefined),-2
CC1(C)CC(=O)C=C(c2ccc(-c3ccc(OC(F)(F)F)cc3)cc2)C1=O,-5
CN(C)C(=O)c1ccc(-c2nnc(OCc3nc4ccccc4n3C)c3ccccc23)cc1,-2
O=c1ccn([C@@H]2O[C@H](CNCc3ccc(-n4cccn4)cc3)[C@@H](O)[C@H]2O)c(=O)[nH]1,-6
CC(C)CC(N)c1csc(Nc2ccc(C(=O)c3ccccc3)cc2)n1 (centres undefined),-2
O=C(NCc1ccccc1)[C@H]1CCCN1,-6
O=C(N/N=C/c1ccc(Cl)c([N+](=O)[O-])c1)c1ccc2c(c1)OCCO2,-3
Cc1ccc(F)c(CNC(=O)C2(C)CCCN2C(=O)C(C)C)c1F (centres undefined),7
CC(C)n1c(CNC(=O)c2ccccc2F)nnc1SCC(=O)NC1CCCCC1,-3
CC(C(=O)Nc1ccc(S(=O)(=O)N2CCCC2)cc1)N1CCCC(C(N)=O)C1 (centres undefined),-2
COc1cc(/C=C/c2nc3ccccc3c(=O)[nH]2)ccc1O,-9
O=C(NCc1ccccn1)[C@@H]1CCCN1C(=O)[C@@H]1CCCN1C(=O)c1c(F)cccc1F,-2
COC(=O)c1cnc(NC(=O)C2(C)CCCN(C(C)=O)C2)s1 (centres undefined),-7
CCCNC(=O)C1(C)CCCN(Cc2ccccc2Cl)C1 (centres undefined),-7
COC(=O)C1OCOC2C(C(=O)OC)OCOC12 (centres undefined),-4
CNc1ccccc1C(=O)OCC(=O)N1CCc2ccccc2C1,-7
OC[C@@H]1CN(Cc2ccc3c(c2)OCO3)C[C@H](n2cnc3c(NC4CCC4)ncnc32)O1,-6
CCOC(=O)Nc1cc(OC)cc2ccc(C)nc12,-3
Cc1cccc(C)c1-n1nnnc1C(c1ccnc2ccccc12)N(CCN(C)C)Cc1ccccc1 (centres undefined),-6
CCCCN1CC(N2CCN(Cc3cccc(C)c3)CC2)CS1(=O)=O (centres undefined),-7
Cn1c2nc(=O)[nH]c(=O)c-2cc2ccccc21,-2
NC(=O)c1ccc(N2CCCC2)nc1,-6
Cc1c(C#N)c2n(c1C)CCCC(=O)N2,-5
CC(=O)Nc1ccc(-c2ccnc3c2CC(C(=O)Nc2cccc(C(F)(F)F)c2)O3)cc1 (centres undefined),-5
Cc1cc(C)cc(-n2nnc3ccccc3c2=O)c1,-7
Nc1cc(Cc2ccccc2)ccc1O,7
COc1ccc(C(=O)c2[nH]c(N)c(C(=O)NCCc3c[nH]c4ccccc34)c2-c2ccc(Cl)cc2)cc1,-5
Cc1cc(C)n2c(Nc3ccc4c(c3)OCCO4)c(C(C)C)nc2n1,-7
O=C(Nc1cccc2ccccc12)c1ccc2sc([C@@H]3O[C@H](CO)[C@H](O)[C@H](O)[C@H]3O)nc2c1,-5
C[C@@H]1CN([C@H](C)CO)S(=O)(=O)c2ccc(Br)cc2O[C@@H]1CN(C)Cc1ccc(C(=O)O)cc1,-2
COc1ccc(C2OC(CCc3ccccc3)Cc3[nH]c(=S)[nH]c(=O)c32)cc1 (centres undefined),0
C[C@H](NC(=O)c1nc[nH]c1C(=O)N(C)CCO)c1ccccc1,-1
CCN(C(=O)CSc1nnc(-c2ccc(C)cc2)n1N)c1c(N)n(Cc2ccccc2)c(=O)[nH]c1=O,0
CCCNC(=O)C1(C)CCCN(Cc2cccc(C#N)c2)C1 (centres undefined),-4
COc1ccc(-c2csc(C(O)c3ccc(F)c(OC)c3)n2)cc1 (centres undefined),-5
CCC(CC)C(=O)N(C)c1c(C)nc2c(OCCC3CCCCC3)cccn12,-7
CCc1c(O)nc(SCC(=O)Nc2c(C)cccc2C)n(-c2ccc(F)cc2)c1=O,-4
O=C(Cn1c(Cn2c(-c3cnccn3)nc3ccccc32)nc2ccccc21)c1ccc(OC(F)(F)F)cc1,-3
Cc1ccc(Cl)cc1NC(=O)CON=C(N)c1ccccc1,-3

# (listing goes on)
SMILES	GalR3 antagonist
COc1ccc(C(=O)NNC(=O)Cn2nc(C)cc2C)cc1S(=O)(=O)N1CCOCC1	-2
CN(C=O)c1cc([N+](=O)[O-])ccc1OCc1ccccc1	-7
COc1ccc(N2C[C@H](Cc3ccccc3)[C@@H](CC(=O)Nc3ccccc3)C2=O)cc1	1
C[C@@H]1CN([C@@H](C)CO)C(=O)CCCn2cc(nn2)CO[C@H]1CN(C)C(=O)Nc1cccc2ccccc12	-3
C#CCNC(=O)C[C@H]1C[C@@]2(C(=O)OC)C(=C[C@H](C3CCCC3)O[C@@H]2C)N(CCCCCCCC)C1=O	-5
Cc1csc(CN(C)C(=O)CC2C(=O)NCCN2Cc2ccccc2C)n1 (centres undefined)	1
N#CCCN(C(=O)Nc1ccc(Cl)c(Cl)c1)C1CCCCC1	-3
COc1ccc(-c2csc(C(O)c3ccc(F)cc3)n2)cc1OC (centres undefined)	0
O=C(c1ccc(CNS(=O)(=O)c2ccc(F)cc2)cc1)N1CCCCCC1	-6
COc1ccccc1S(=O)(=O)N(C)C[C@H]1Oc2cc(C#CCC3CCCC3)ccc2S(=O)(=O)N([C@H](C)CO)C[C@H]1C	-5
CCC12CCC3c4ccc(O)cc4CCC3C1CC(O)C2O (centres undefined)	-5
O=C(C(=Cc1ccc(F)cc1)C(=O)c1ccccc1)c1ccccc1	-9
CN1C[C@@H]2[C@@H]3C(=O)N(Cc4ccccc4)C(=O)[C@@H]3[C@](C)(C1=O)N2C(=O)c1ccc(C(F)(F)F)cc1	-5
O=C(CC[C@H]1O[C@@H](n2cnc3c(NC(=O)c4ccccc4)ncnc32)[C@H](O)[C@@H]1O)NCC1CCCO1 (some centres undefined)	-7
NC(Cc1ccc(C(F)(F)F)cc1)c1csc(NC(=O)NCCc2ccccc2)n1 (centres undefined)	-4
O=C(N[C@H](C(=O)N1CCC[C@H]1C(=O)NC1CCCC1)C1CCCCC1)C1CC1	-4
O=C(NC1CCCCC1)C(c1ccnc2ccccc12)n1c(=O)c(-c2ccco2)nc2ccccc21 (centres undefined)	2
C=C1c2nc3ccccc3n2C=C(c2ccc(C)cc2)N1c1ccccc1	-6
COC(=O)CCC(=O)N1CCC(Oc2cccc(C(=O)NCc3ccccn3)c2)CC1	-4
COCCCn1cc(CN2CC(N3CCN(C)CC3)CS2(=O)=O)nn1 (centres undefined)	1
C[C@H]1CN([C@@H](C)CO)C(=O)CCCn2cc(nn2)CO[C@@H]1CN(C)C(=O)Nc1ccnc(N2CCOCC2)c1	-3
COC(=O)[C@@]12C[C@@H](CC(=O)NCc3cccc4ccccc34)C(=O)N(Cc3ccc4c(c3)OCO4)C1=CCC(C)(C)C2	-6
COC(=O)[C@@]1(Cc2ccc(F)cc2)[C@H]2c3cc(C(=O)N4CCCC4)n(Cc4ccc(OC(F)(F)F)cc4)c3C[C@H]2CN1C(=O)c1ccccc1	-4
Cc1ccc(NC(=O)c2ccc(Cl)c(S(=O)(=O)N3CCc4ccccc43)c2)nc1	-7
C[C@@H]1CNCCN1c1ccc(N2CCN(Cc3ccccc3)[C@@H](C)C2)c(C#N)c1	-4
COc1cccc(-c2nc(CN3CCN(C(=O)c4ccco4)CC3)c(C)o2)c1OC	-7
COc1cc(OC)c(C(=O)c2ccccc2[N+](=O)[O-])c(OC)c1	-5
c1ccc2c(c1)CN1C(=N2)COc2ccccc2C1c1nc2ccccc2[nH]1 (centres undefined)	-3
O=C(COC(=O)C1CC1)NCc1ccccc1	3
CC(CNCCCn1ccc(NC(=O)OCc2ccccc2)nc1=O)c1ccccc1 (centres undefined)	0
CC1=C(C(=O)N2CCOCC2)CC(CC(=O)NCc2cccs2)C(=O)N1Cc1ccc(C(C)(C)C)cc1 (centres undefined)	3
CC1CC(C)(C)CC2(C1)NC(=O)N(CC(=O)Nc1cc(C(F)(F)F)ccc1N1CCCCC1)C2=O (centres undefined)	-2
COc1cc(OC)cc(C2=Cc3ccc(OC)cc3C(CC(C)=O)N2c2ccc(-c3cccs3)cc2)c1 (centres undefined)	-4
CCOc1ccccc1C(=O)NCC(=O)N(C)CC(=O)Nc1ccc(N2CCOCC2)cc1	-8
CC(C)(C)c1ccc(CC(=O)N2CCC2(C)C(=O)NS(=O)(=O)c2cccc(OC(F)F)c2)cc1 (centres undefined)	-7
COc1ccc(CNC(=O)CC[C@H]2O[C@@H](n3cnc4c(NC(=O)c5ccccc5)ncnc43)[C@H](O)[C@@H]2O)cc1	-6
O=C(O)c1ccc(CN2C[C@@H](CO)O[C@@H](n3cnc4c(N5CCOCC5)ncnc43)C2)cc1	-1
Nc1ncnc2c1ncn2[C@@H]1O[C@H](C(=O)NS(=O)(=O)c2cccc(F)c2)[C@@H](O)[C@H]1O	-3
c1ccc(COCc2ccccc2)cc1	1
CCCCN1CC(COCc2ccccc2)Oc2cccc(OCc3ccc(OC)cc3)c2S1(=O)=O (centres undefined)	0
CCOc1ccccc1-c1cncc(NC)n1	3
Cc1ccc(S(=O)(=O)N2CC3=C(c4ccccc4)CC4(C)C(=O)C(C)(C)CC4=C3C2)cc1 (centres undefined)	-6
CCCCCC(=O)N1C[C@@H](O)[C@H](n2cc(C3CC3)nn2)C[C@@H]1c1ccc(OC)cc1	-6
CCc1nc2c(OCc3ccc(F)c(F)c3)cccn2c1N(C)C(=O)C(C)C	-3
COc1ccc(C(=O)COC(=O)c2ccc(Cl)nc2)cc1OC	0
CCCCNC1(C#N)CCN(Cc2ccccc2)CC1	0
CC(=O)Nc1cc2c(cc1Br)-c1ccccc1C2	-5
O=C1CN(N=Cc2ccco2)C(=O)N1	-4
CC(=O)Nc1ccc(NCc2ccc(-c3ccccc3)cc2)cc1	-8
CON(C)C(=O)/C=C/c1ccc([B-](F)(F)F)cc1	-4
O=C(CSC1CCc2ccccc21)NNC(=O)Nc1ccc(Cl)cc1 (centres undefined)	-5
CSc1nc2[nH]c(=O)[nH]c2c(=O)[nH]1	-3
COCCCNC(=O)Cn1cnc(C(=O)Nc2ccc(C)c(C)c2)n1	3
CCC(C)c1ccc(O)c(NC(=S)NC(=O)c2cccs2)c1 (centres undefined)	-6
CCOC(=O)C1(C)CCN1C(=O)c1ccc(C)cc1 (centres undefined)	6
CCN(CC)C(=O)[C@H]1C[C@H](CC(=O)NCCCOC)C(=O)N2CCc3c([nH]c4cc(CCC(=O)N(C)C)ccc34)[C@]12C	-5

# Screening data deposited in PubChem by The Scripps Research Institute Molecular Screening Center.

# These rows are one share of the data (hit frequency here may not be typical).
